Screens (PubChem)
Sm TGR inh = inhibitors of Schistosoma mansoni thioredoxin glutathione reductase | 360,000 compounds, 3% hits | purified TGR, DTNB reduction, TNB absorbance 405 nm | Potency, µM (titrated, usually from 114 µM), for inactives: top-dose activity change, negative = inhibition, hits mostly inhibitors | Q962Y6; also: potency is read from the fitted curve at half-maximal effect; nearly all actives have a fitted effect of over 60% in size
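Kinetic colorimetric format: TGR-catalysed, NADPH-driven DTNB reduction monitored via TNB absorbance. Enzyme dispensed at 20 nM; compound exposure 15 min at room temperature before reaction start.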
HCV inh = blocks hepatitis C virus | Huh7.5.1 HCVcc-Cre infection, luciferase reporter, 44 h | AID 651820 | Potency, µM (doses to about 41.8 µM), inactives show at the top dose activity change, negative = inhibition, hits mostly inhibitors | 340,000 compounds, 3.4% hits; also: potency is read from the fitted curve at half-maximal effect
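After 44 h co-culture of compound, cells and HCVcc-Cre (~0.5 moi), substrate is added for 15 min at room temperature and luciferase measured over 15 sec. Cells were seeded at 1,000/well and pre-cultured 4 h.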
FBPA Giardia inh = inhibitors of Giardia lamblia fructose-1,6-bisphosphate aldolase; Potency, µM (doses to about 59.6 µM), inactives show at the highest dose activity, negative = inhibition, most hits filed as inhibitors; 290,000 compounds, 0.71% hits; AID 2451; purified Giardia FBPA; also: potency is read from the fitted curve at half-maximal effect; nearly all actives have a fitted effect of over 55% in size
Target sequence (A8B2U2 whole entry, looked up): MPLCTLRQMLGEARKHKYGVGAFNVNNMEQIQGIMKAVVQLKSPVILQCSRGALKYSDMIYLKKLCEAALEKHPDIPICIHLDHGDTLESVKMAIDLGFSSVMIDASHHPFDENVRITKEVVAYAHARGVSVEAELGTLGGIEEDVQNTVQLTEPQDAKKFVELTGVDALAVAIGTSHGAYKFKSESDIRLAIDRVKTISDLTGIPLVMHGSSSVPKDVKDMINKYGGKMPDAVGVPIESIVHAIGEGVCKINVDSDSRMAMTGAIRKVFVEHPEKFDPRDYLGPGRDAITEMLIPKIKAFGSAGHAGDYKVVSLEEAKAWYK
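Giardia FBPA (40 nM reagent) was preincubated 10 min at RT with compound (up to 57.5 uM final), then substrate plus GAPDH/TPI/NAD/arsenate coupling system with diaphorase/resazurin was added; resorufin fluorescence (525/598 nm) was read after 20 min.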
AmpC inh no detg = AmpC beta-lactamase inhibition without detergent | P00811 | AmpC nitrocefin hydrolysis, absorbance 480 nm, 0.0001% Triton | Potency, µM (doses to about 57.1 µM), for inactives: at the highest dose activity change, negative = inhibition, hits mostly inhibitors | 330,000 compounds, 0.52% hits | AID 485341;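 also: potency is read from the fitted curve at half-maximal effect; plate controls were no compound for no effect and no enzyme for full effect; nearly all actives have a fitted effect of over 20% in size; some results filed as inactive show a strong effect at the top dose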
Target sequence (P00811 whole entry, looked up): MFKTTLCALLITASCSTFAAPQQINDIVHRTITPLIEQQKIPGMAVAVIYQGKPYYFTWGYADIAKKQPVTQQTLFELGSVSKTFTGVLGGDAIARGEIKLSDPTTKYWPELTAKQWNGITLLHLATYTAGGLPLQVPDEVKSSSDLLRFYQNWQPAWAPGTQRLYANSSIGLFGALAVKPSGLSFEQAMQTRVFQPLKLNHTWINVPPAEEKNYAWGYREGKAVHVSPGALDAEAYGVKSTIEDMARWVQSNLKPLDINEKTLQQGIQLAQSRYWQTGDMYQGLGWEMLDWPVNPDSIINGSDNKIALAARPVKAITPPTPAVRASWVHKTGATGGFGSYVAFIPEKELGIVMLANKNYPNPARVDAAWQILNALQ
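20 mM phosphate pH 7.0 + 0.01% (detergent screen) or 0.0001% Triton X-100; 5.3 nM AmpC reagent; cpd preinc 15 min RT; nitrocefin (800 uM stock) to start; A480 q20 s × 4 min; Activity was normalised to no-enzyme and no-compound control wells.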
HCMV antiviral = human cytomegalovirus inhibition | HFF cells, HCMV-luciferase reporter, 72 h; active compounds read low | 410,000 compounds, 4.5% hits | activity change, negative = inhibition, % at 57.5 µM; in the data active = activity change below about -60%; inconclusive = no clear call, values can overlap the other calls; inactive = above about -39%
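Cell-based, HFFs, 1000 cells/well, 16 h 37C; cpds in DMSO + HCMV-luc, MOI 1 PFU/cell; 72 h 37C; OneGlo luminescence after 5 min RT; norm. to buffer vs Salinomycin 10uM.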
AmpC inh detg = AmpC beta-lactamase inhibition with detergent present; AmpC hydrolysis of nitrocefin, absorbance 480 nm, 0.01% Triton; Potency, µM (series often up to 114 µM), for inactives: at the highest dose activity change, negative = inhibition, actives largely listed as inhibitors; 370,000 compounds, 0.041% hits; AID 485294; P00811;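 also: potency is read from the fitted curve at half-maximal effect; 0% = no-compound wells and -100% = no-enzyme wells; nearly all actives have a fitted effect of over 25% in size; some results filed as inactive show a strong effect at the top dose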
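20 mM phosphate pH 7.0 + 0.01% (detergent screen) or 0.0001% Triton X-100; 5.3 nM AmpC reagent; cpd preinc 15 min RT; nitrocefin (800 uM stock) to start; A480 q20 s × 4 min; Activity was normalised to no-enzyme and no-compound control wells.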
* hit, by the source's call; ? = inconclusive; nt = no result given; & = joins results of further samples; [ ] = dose if it differs, or a comment. Unless noted, calls follow the shape of the dose curve; as a rule, active = well fitted curve in the direction sought with a large enough effect; inconclusive = small, poorly fitted or top-dose-only effect, or another doubt; inactive = no such curve, though single readings can be large; an effect the other way counts as inactive or inconclusive. Unless noted, % is scaled to controls: 0 for no effect and ±100 for the full control effect.

SMILES	Sm TGR inh	HCV inh	FBPA Giardia inh	AmpC inh no detg	HCMV antiviral	AmpC inh detg
Cc1ccc(N2CCN(C(=O)Nc3cccc([N+](=O)[O-])c3)CC2C)cc1 (configuration not stated)	6%	-26%	-1%	-16%[2.29 µM]	-65*	-1%
Cc1cc(=O)[nH]c(N/N=C/c2cc(C)n(CC(F)(F)F)c2C)n1	-8%	-19%	-11%	8%	?	-4%
O=C(O)c1ccccc1NS(=O)(=O)c1ccc2ccccc2c1	4%	4%	4%	-33%	26	1%
Cc1cc2c(SCC(=O)NC3CCCCC3)ncnc2s1	-7%	4%	0%	-14%	-18	4%
O=C(NCC1CCN(c2ccc(S(=O)(=O)N3CCOCC3)cc2)CC1)Nc1ccccc1F	8%	-8%	5%	-25%	-9	-13%
COc1cccc(NC(=O)C2CCCN2S(=O)(=O)c2ccc3c(c2)n(C)c(=O)c(=O)n3C)c1 (configuration not stated)	-7%&1%	10%	-5%	-5%	25&-23	-9%&17%
COc1ccc(S(=O)(=O)c2cn(CC(=O)Nc3cc(C)ccc3C)c3ccccc3c2=O)cc1	-1%	nt	nt	nt	17	12%
O=C(NCc1ccccc1)C(=O)Nc1c2c(nn1-c1ccccc1)CSC2	2%	nt	nt	nt	-19	1%
O=C(Nc1ccc(S(=O)(=O)NC2=NCCCCC2)cc1)c1ccc([N+](=O)[O-])s1	-22%	?	nt	-41%	-39	-5%
CN(C(=O)CSc1nc2ccc(NC(=O)COc3ccc(Cl)cc3)cc2s1)c1ccccc1	-1%	nt	nt	nt	?	14%
CCc1ccc(NC(=O)c2noc3c2CCCCC3)cc1	-7%	10%	3%	-12%	163	?
Oc1[nH]c2ccccc2c1N=Nc1nncc2ccccc12	-24%	-10%	-20%	21%	49	-2%
Cc1ccc(C(CC(=O)O)Nc2nc(N3CCCCC3)nc(N3CCCCC3)n2)cc1 (configuration not stated)	-5%	13%	-17%	57%	-10	-5%
CCn1c(CCNC(=O)c2cccs2)n[nH]c1=S	-1%	28%	-13%	-18%	8	-3%
COc1ccc(-n2c(=O)cc(N3CCN(c4ccccc4OC)CC3)[nH]c2=O)cc1	-19%	7%	4%	-21%	13	-2%
CCN(CC)CCSc1nc2ccc(OC)cc2[nH]1	1%	-3%	-11%	-2%	-14	-3%
Cc1c(CCC(=O)NCCCn2ccnc2)c(=O)oc2c(C)c3occ(C(C)(C)C)c3cc12	-1%	?	23%	197%[activator]	-36	-3%
COc1ccc(OCc2nnc(SCC(=O)NNC(=O)c3ccc(C)cc3)n2C)cc1	4%	13%	7%	-2%	?	-1%
Cc1ccsc1C(=O)NC(C)c1ccccc1 (configuration not stated)	-3%	-3%	-6%	-9%	37	-6%
O=C(NC(=S)Nc1ccc(Cl)c(C(=O)O)c1)c1cccc(COc2ccccc2)c1	-5%	-2%	-22%	-8%	18	-18%
CCOCCCn1c(SC(C(=O)Nc2cc(C)ccc2C)c2ccccc2)nnc1-c1ccc(Cl)cc1 (configuration not stated)	-5%	?	-10%	-34%	-26	-3%
Cc1cccc(OCc2nc(CC(=O)Nc3ccc(Cl)cc3)cs2)c1	-3%	nt	nt	nt	-12	24%
Cc1ccnc(NC2CCCCC2)c1	-2%	7%	-29%	-22%	-21	14%
CCOC(=O)N1CCN(c2c(NCCc3ccccc3)c(=O)c2=O)CC1	40%[activator]	12%	1%	-19%	10	-10%
COC(=O)c1cc(C(=O)OCC(=O)Nc2cc(C)on2)cc([N+](=O)[O-])c1	0%	19%	4%	-28%	-8	-5%
CC(=O)c1ccc(NC(=O)/C=C/c2ccc(C)cc2)cc1	1%	?	1%	-23%	43	-1%
Cc1ccc2nc(NC(=O)CN3C(=O)NC4(CCCC4)C3=O)sc2c1	3%	?	nt	-8%	36	-9%
CSCC[C@H](NC(=O)c1ccc(Cl)c(S(=O)(=O)N2CCCC2)c1)c1nc2ccccc2[nH]1	-4%	-10%	-6%	-32%	44	13%
COCCN(C(=O)c1csnn1)C(C(=O)NC1CCCCC1)c1ccc(Cl)cc1 (configuration not stated)	-11%	2%	-5%	42%	-99*	-12%
CC(Sc1nc2sccc2c(=O)n1-c1ccccc1)C(N)=O (configuration not stated)	7%	-11%	0%	-28%	13	1%

Just AmpC inh detg, AmpC inh no detg and HCMV antiviral, for five of the compounds above:
| structure | AmpC inh detg | AmpC inh no detg | HCMV antiviral |
| --- | --- | --- | --- |
| CCOC(=O)N1CCN(c2c(NCCc3ccccc3)c(=O)c2=O)CC1 | -10% | -19% | 10 |
| COC(=O)c1cc(C(=O)OCC(=O)Nc2cc(C)on2)cc([N+](=O)[O-])c1 | -5% | -28% | -8 |
| CC(=O)c1ccc(NC(=O)/C=C/c2ccc(C)cc2)cc1 | -1% | -23% | 43 |
| Cc1ccc2nc(NC(=O)CN3C(=O)NC4(CCCC4)C3=O)sc2c1 | -9% | -8% | 36 |
| CSCC[C@H](NC(=O)c1ccc(Cl)c(S(=O)(=O)N2CCCC2)c1)c1nc2ccccc2[nH]1 | 13% | -32% | 44 |

(cont.)
SMILES	Sm TGR inh	HCV inh	FBPA Giardia inh	AmpC inh no detg	HCMV antiviral	AmpC inh detg
C(=C\c1ccccc1)/CSc1ccccn1	10%	14%	2%	-22%	6	4%
CCC(Oc1ccc(Br)cc1)C(=O)N1CCN(c2ncccn2)CC1 (configuration not stated)	-23%	9%	nt	72%[activator]	29	-5%
COc1ccc2[nH]c3c(c2c1)CCN1C(=O)C(CC(=O)NCCCn2ccnc2)C[C@H](C(=O)N2CCCCC2)[C@@]31CCc1ccccc1 (some centres not stated)	nt	8%	nt	187%[activator]	-8	nt
Cc1ccc(-c2nc(SCC(=O)Nc3cc(C)on3)c3c(=O)n(C)c(=O)n(C)c3n2)cc1	0%&2%	nt	nt	-4%	9&16	-8%&21%
Cc1ccc(C(=O)N2CCN(c3ccc(NC(=S)NC(=O)c4cccs4)cc3)CC2)cc1	10%	2.2µM*	-1%	-23%	-74*	5%
CCn1cc(C(=O)O)c(=O)c2cnc(N3CCN(C(=S)Nc4ccccc4)CC3)nc21	1%	7%	?	-2%	-37	3%
Cc1ccc(NS(=O)(=O)c2cc(C(=O)N3CCN(C)CC3)ccc2C)cc1	-4%	5%	4%	-21%	-28	?
CCOC(=O)C1CCN(C(=O)CNS(=O)(=O)c2cccs2)CC1	-5%	7%	0%	-16%	33	?
CSc1ccc(CN2CCC(C(=O)NCc3ccc(C)cc3)CC2)cc1	0%	?	?	10%	-12	4%
Clc1cc2c(c(Cn3cnc4ccccc43)c1)OCOC2	1%	-1%	9%	4%	1	-15%
Cc1c(C)c2cc3c(C)coc3cc2oc1=O	?	-3%	7%	-15%	2	0%
CCC(Cc1ccccc1)NC(=O)Cn1ncc2c3ccccc3n(Cc3ccc(F)cc3)c2c1=O (configuration not stated)	-3%	nt	nt	nt	?	18%
COc1ccc(CN2CCCCC2C(=O)Nc2ccc(OC)c(OCC(C)C)c2)cc1OC (configuration not stated)	6%	?	0%	137%[activator]	-5	?
Cc1cc(C)n(CC(=O)N/N=C/c2ccc3c(c2)OCO3)n1	-2%	-1%	0%	-10%	?	-2%
CC1(CCC#N)N=C(SCCC#N)N(c2ccccc2)C1=O (configuration not stated)	4%	16%	-1%	2%	5	4%
S=c1[nH]c2cc3c(cc2[nH]1)OCCO3	-3%	-20%	?	-10%	114	8%
COC(=O)C1C(c2ccc(OC)cc2)NC(=O)NC1(O)C(F)(F)Cl (configuration not stated)	11%	-8%	4%	-13%[11.4 µM]	80	?
Cc1nn(-c2ccc(N3CCCCC3)nn2)c(C)c1CCC(=O)Nc1ccc(F)cc1F	2%	nt	nt	nt	-27	19%
CCOc1ccc(CCNC(=O)CCc2nnc3ccc(N4CCCCC4)nn23)cc1OCC	7%	-3%	9%	131%[activator]	-3	?
CCOC(=O)c1c(C)n(C)c2cc([N+](=O)[O-])c(O)c([N+](=O)[O-])c12	-13%	-13%	-2%	-12%	?	8%
COc1cccc(CNS(=O)(=O)c2ccc(N3CCCCS3(=O)=O)cc2)c1	8%	nt	nt	nt	?	11%
O=C1CN(C(=O)CNC(=O)c2ccc(Cl)cc2Cl)CCN1	-1%	6%	-8%	-10%	-3	-11%
O=C(NCc1ccccc1)c1cccc(NC(=O)c2ccco2)c1	0%	-2%	-1%	-11%	-17	-13%
NS(=O)(=O)c1ccc(Nc2ccc3cc(S(=O)(=O)N4CCCCC4)ccc3n2)cc1	-2%	9%	nt	-43%	13	2%
Cc1ccc(Sc2nc3c(c(=O)[nH]c(=O)n3C)n2CCc2ccccc2)cc1	0%	2%	-3%	-15%	-15	?
O=C(NCC(=O)N(Cc1cccs1)C(C(=O)NC1CCCC1)c1ccncc1)c1ccco1 (configuration not stated)	0%	5%&18%	-19%	31%	-9	-6%
CCCCOC(=O)C(C)c1c(C)[nH]c(=S)[nH]c1=O (configuration not stated)	1%	-17%	-1%	-12%	34	-3%
Cc1cc(C)cc(C(=O)NC(CC(N)=O)c2ccc(NCC3CC3)c([N+](=O)[O-])c2)c1 (configuration not stated)	11%	14%	-4%	6%	-19	-4%
COc1ccc(N2CCN(c3oc(-c4ccccc4OC)nc3C#N)CC2)cc1	-15%	18%	-3%	?	2	-11%
CCCNC(=O)c1ccc(N2CCC3(CC2)CC(c2cccc(Br)c2)=NO3)c(NC(=O)c2ccc(Br)cc2)c1	0%	22%	nt	-17%	14	-9%
O=C(Nc1ncccc1O)c1cccc(S(=O)(=O)NCc2ccccc2)c1	-8%	14%	nt	-17%	-38	?
CCOc1ccc(C(=O)NC2CC(C)(C)NC(C)(C)C2)cc1	-35%	-8%	-25%	2%	-34	-15%
CCOc1ccccc1C(=O)N(Cc1sccc1C)C1CCS(=O)(=O)C1 (configuration not stated)	4%&-1%	15%	6%	24%	-11&57	-1%&-3%
CCOc1ccccc1C(=O)N1CCC(n2nnc3cc(C)ccc32)CC1	-26%	-15%	-3%	19%	-32	?
CCOCCCNC(=O)C(C)NS(=O)(=O)c1ccc(C)cc1 (configuration not stated)	7%	4%	3%	-16%	10	-17%
COCCn1c(-c2cccc([N+](=O)[O-])c2)nc2c1c(=O)[nH]c(=O)n2Cc1ccccc1	1%	-19%	-2%	-14%	-87*	?
CC(/C=C1\SC(=Nc2cccnc2)NC1=O)=C\c1ccccc1	-3%	?	10%	-40%	11	-4%
CCCn1c(=O)c2sccc2n2c(CCCC(=O)N3CCN(c4cccc(C)c4C)CC3)nnc12	-3%	nt	nt	nt	-17	-5%
Cc1ccc(OCC(=O)N2N=C(c3cccnc3)CC2(O)C(F)(F)F)cc1C (configuration not stated)	6%	-4%	0%	-12%	19	-1%
Cc1ccc(C(=O)c2ccccc2C(=O)OCC(=O)NC(C)(C)C)cc1	-1%	-2%	?	47%	-10	-1%
O=C1C2C3C=CC(C2C(=O)N1c1ccccc1O)C1C2C(=O)N(c4ccccc4O)C(=O)C2C31 (configuration not stated)	-25%	-19%	2%	-24%	5	-8%
COc1cccc(-c2csc(N3CCN(C(=O)Nc4ccccc4Cl)CC3)n2)c1	0%	-22%	-4%	-1%	-19	4%
O=C(CSCc1ccccc1)Nc1nccs1	-1%	-3%	0%	-28%	-19	7%
